High-throughput results (PubChem)
mHtt clearance – compounds clearing mutant huntingtin protein. actives 0.42% (n = 47,000). HeLa Exon1htt(103Q)mCFP, aggregate imaging; zero = plate's median compound well. inhibition, % at 1.5 µM;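 active = inhibition of aggregate fluorescence above about 70%, also judged a hit by eye on the cell image, limit read from the data, passing the limit was not always enough; inconclusive = no rule stated for this call; inactive = not judged a hit on image review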;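 note: cells exposed to compound for three days before fixation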
mHtt clearance grain fraction – recorded beside mHtt clearance, whose call it bears; fraction fluorescence in grains; measured here: aggregate grain fluorescence fraction; stronger effect = lower value;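 scaled fraction of total cell fluorescence in grains with unit not stated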
* hit, by the source's call; ? = inconclusive; / = no result given.

SMILES | mHtt clearance | mHtt clearance grain fraction
COc1ccc(S(=O)(=O)NC(CC(=O)N2CCC3(CC2)OCCO3)C(C)C)cc1 (stereo not given) | 8 | 17
Cc1c(N=Cc2c(O)n(CCc3ccccc3)c(=O)[nH]c2=O)c(=O)n(-c2ccccc2)n1C | 63 | 6.6
Cc1cc(S(=O)(=O)NC(C)C)ccc1OCC(=O)N1CCN(Cc2ccc3c(c2)OCO3)CC1 | 57 | 7.7
CCC(=NCCCN1CCOCC1)c1c(O)n(Cc2ccccc2)c(=O)[nH]c1=O | -13 | 20
CCOC(=O)CC1=C(C(=O)OCC)C2(C(=O)N1CC(=O)OC)C(C#N)=C(N)Oc1ccccc12 (stereo not given) | 19 | 31
Cc1cc(O)c(CN2CCN(c3ccccc3)CC2)cc1C | 35 | 13
O=c1c2ccccc2nc(-c2ccco2)n1-c1ccccn1 | -3 | 23
C[n+]1ccc(-c2ccncc2)cc1 | 7 | 32
Cc1ccc2c(c1)CC1(CN2C)C(=O)NC(=O)N(C(C)C)C1=O (stereo not given) | 25 | 15
COc1ccc(OC)c(CN2CCN(C(=O)COc3cccc(C)c3)CC2)c1 | 36 | 26
COc1cccc(-c2nc(CS(=O)CC(=O)N3CCC4(CC3)OCCO4)c(C)o2)c1 (stereo not given) | 34 | 24
CC1=NN(c2ccccc2)C(=O)C1/C=C1\C(=O)NC(=O)N(c2cc(C)cc(C)c2)C1=O (stereo not given) | -47 | 28
Cc1ccccc1C(O)(Cc1ccccc1)C1CN2CCC1CC2 (stereo not given) | -61 | 29
CC(=NCCCN1CCOCC1)c1c(O)[nH]c(=O)[nH]c1=O | 24 | 27
CC1(C)CC(=O)C=C(NCCN2CCN(C(=O)Cc3ccc(Cl)cc3)CC2)C1 | ? | /
Cn1c(O)c(C=NCCCN2CCCC2=O)c(=O)n(C)c1=O | -27 | 54
CCC(=NC1CC1)c1c(O)n(C2CCCCC2)c(=O)[nH]c1=O | -27 | 43
c1ccc(C2N3CCCN23)cc1 (stereo not given) | 27 | 29
CCCS(=O)(=O)N1CCCC(C(=O)N2CCC3(CC2)OCCO3)C1 (stereo not given) | -35 | 28
C=CCN1C(=O)C2(C(C(=O)OCC)=C(N)Oc3c2c(=O)oc2ccccc32)c2ccccc21 (stereo not given) | -24 | 23
Cc1c(/C=C2/CC3C4CC=C5CC(O)CCC5(C)C4CCC3(C)C2=O)cnn1C (stereo not given) | 4 | 19
Nc1c(C(=O)NCCN2CCOCC2)c2nc3ccccc3nc2n1Cc1ccco1 | -2 | 31
CCC(=NCc1cccnc1)c1c(O)n(C2CCCCC2)c(=O)[nH]c1=O | 8 | 31
Cc1ccc(N2C(=O)NC(=O)C3(Cc4ccccc4N4CCCC43)C2=O)cc1 (stereo not given) | 8 | 18

The last 2 entries of the part before lead into the next:
SMILES | mHtt clearance | mHtt clearance grain fraction
CCC(=NCc1cccnc1)c1c(O)n(C2CCCCC2)c(=O)[nH]c1=O | 8 | 31
Cc1ccc(N2C(=O)NC(=O)C3(Cc4ccccc4N4CCCC43)C2=O)cc1 (stereo not given) | 8 | 18
C=CCOc1ccc(CC2C(=O)N(C)C(=O)N(C)C2=O)cc1 | 13 | 14
O=c1[nH]c(=O)n(Cc2ccccc2)c(O)c1C=NCCCn1ccnc1 | 28 | 31
CP(C)(=O)CCC(=O)O | -52 | 33
N[C@@H](Cc1c[nH]c2ccccc12)c1nnc(SCc2ccccc2F)o1 | 1 | 30
CCn1c(C)c(C(=O)O)c2cc(OC)ccc21 | 10 | 15
COc1cccc(OC)c1C(=O)Nc1nc(N)n(-c2ccccc2)n1 | 41 | 14
CCOC(=O)c1c(-c2ccc(OC)cc2)oc2ccc(OC(=O)N(C)C)cc12 | 31 | 23
CC1(C)C(c2ccccc2)=NC(c2cccnc2)N1O (stereo not given) | 6 | 22
O=c1[nH]c(=O)n(-c2cccc(Cl)c2)c(O)c1C=NCCCN1CCOCC1 | 23 | 28
Cn1c(O)c(C=NCc2cccs2)c(=O)n(C)c1=O | -4 | 45
OCCN(CC#CC(O)(c1ccccc1)C1CCCC1)CCO (stereo not given) | 15 | 32
O=C(CF)NC(Nc1cccc2cccnc12)C(Cl)(Cl)Cl (stereo not given) | 28 | 28
Cc1ccc2cc3cc(C(=O)N4CCC5(CC4)OCCO5)oc3nc2c1 | 22 | 28
Cc1cccc(C)c1NC1=NCCCCS1 | -20 | 24
COCCOC(=O)C1=C(C)OC(N)=C(C(=O)OC)C12C(=O)Nc1ccccc12 (stereo not given) | 64 | 12
O=C1c2ccccc2C(=O)N1Cc1nc2ccccc2c(=O)n1-c1cccnc1 | -62 | 31
CC1(C)CC(=O)C(C=NCCN2CCN(C(=O)Cc3ccc(Cl)cc3)CC2)=C(O)C1 | -31 | 26
Cc1cc(OC(=O)CCNC(=O)OC(C)(C)C)c2c3c(c(=O)oc2c1)CCC3 | -4 | 36
COc1ccc(C(=O)CC2(CC(=O)c3ccc(OC)cc3)C(=O)N(C)C(=O)N(C)C2=O)cc1 | 54 | 9.1
CC(=NCc1ccc2c(c1)OCO2)c1c(O)[nH]c(=O)[nH]c1=O | -100 | 74
O=C1NC(=O)C(CCc2ccncc2)(Cc2ccc3c(c2)OCO3)C(=O)N1CCc1ccccc1 (stereo not given) | 48 | 10
CCCc1[nH]nc2c1C1(C(=O)N(Cc3ccccc3)c3ccccc31)C(C(=O)OC)=C(N)O2 (stereo not given) | 66 | 7.9
O=c1c2ccccc2nc(-c2ccoc2)n1-c1ccccc1Cl | -77 | 41
Cn1cccc1CNCCc1ccccc1F | -12 | 38
CCOC(=O)C1=C(N)OC2=C(C(=O)CC(C)(C)C2)C12C(=O)Nc1ccccc12 (stereo not given) | 30 | 26
COc1ccc(CCNCc2ccc(OC)c(OC)c2OC)cc1 | -31 | 26
CCOC(=O)N(C)c1ccc(C(O)(C(=O)OC)C(F)(F)F)cc1 (stereo not given) | 7 | 18
CC#CP(=O)(OCC)C(O)(c1ccccc1)C(F)(F)F (stereo not given) | -189 | 56
Cc1ccc2ccccc2c1NC(=O)CNC1CCCCC1 | 64 | 14
CC[n+]1c(/C=C/N(C)c2ccccc2)sc2ccc(Cl)cc21 | -245 | 133
CN1CCN(c2ccc(N)c(N3CCN(C)CC3)c2)CC1 | -2 | 24
CCC(=O)N1CC(=O)Nc2ccc(Cl)cc2C1c1ccc(F)cc1 (stereo not given) | 26 | 13
O=P1(NCc2ccco2)COc2ccccc2OC1 | -58 | 53
Cc1cccc(-n2c(CN3C(=O)c4ccccc4C3=O)nc3ccccc3c2=O)n1 | -32 | 25
CCOC(=O)N(CC)c1ccc(C(O)(C(=O)OC)C(F)(F)F)cc1 (stereo not given) | -15 | 21
CC(=NCCN1CCCCC1)c1c(O)[nH]c(=O)[nH]c1=O | -30 | 53

Arranged by SMILES length (descending): three of the compounds above
SMILES | mHtt clearance | mHtt clearance grain fraction
CCOC(=O)C1=C(N)OC2=C(C(=O)CC(C)(C)C2)C12C(=O)Nc1ccccc12 (stereo not given) | 30 | 26
Nc1c(C(=O)NCCN2CCOCC2)c2nc3ccccc3nc2n1Cc1ccco1 | -2 | 31
CC[n+]1c(/C=C/N(C)c2ccccc2)sc2ccc(Cl)cc21 | -245 | 133

(cont.)
SMILES | mHtt clearance | mHtt clearance grain fraction
CCOC(=O)C1=C(C)OC(N)=C(C#N)C12C(=O)N(C)c1ccccc12 (stereo not given) | 6 | 38
CCOC(=O)C(O)(c1ccc(N(CC)S(=O)(=O)c2ccccc2)cc1)C(F)(F)F (stereo not given) | -44 | 49
CN(C)CC1CSCCC1(O)c1cccc(Cl)c1 (stereo not given) | 2 | 18
CC12CN3CC(C)(CN(C1)C31CCOCC1)C2=O | 45 | 11
CC(=O)C1C2c3ccccc3OC1(C)N=c1s/c(=C/c3cn(C)nc3C)c(=O)n12 (stereo not given) | 35 | 22
Cc1cc(NC(=O)COC(=O)c2c(C)nn(Cc3ccccc3Cl)c2C)no1 | -5 | 20
CCN(CC)CCN=Cc1c(O)n(C2CCCCCC2)c(=O)[nH]c1=O | -50 | 31
CN(CCCCC(=O)/C=N/O)Cc1ccccc1 (tested in a mixture with another compound) | -36 | 32
O=C1C2CCCN2C(c2cccnc2)N1c1ccc(Cl)cc1 (stereo not given) | -143 | 77
CC(=NCCN1CCCCC1)c1c(O)n(Cc2ccccc2)c(=O)[nH]c1=O | 11 | 19
O=c1[nH]c(=S)n(CCC2=CCCCC2)c(O)c1C=NC1CCN(Cc2ccccc2)CC1 | 9 | 28
CN(C)C(=O)Oc1ccc(OC(=O)c2ccccc2)cc1 | 24 | 14

Fetched by structure from the list above (3):
SMILES | mHtt clearance | mHtt clearance grain fraction
CC(=O)C1C2c3ccccc3OC1(C)N=c1s/c(=C/c3cn(C)nc3C)c(=O)n12 (stereo not given) | 35 | 22
CN(C)C(=O)Oc1ccc(OC(=O)c2ccccc2)cc1 | 24 | 14
Cc1cc(NC(=O)COC(=O)c2c(C)nn(Cc3ccccc3Cl)c2C)no1 | -5 | 20

Rewritten with values under each structure: entries from further up
Values run as follows: mHtt clearance | mHtt clearance grain fraction
- O=c1[nH]c(=S)n(CCC2=CCCCC2)c(O)c1C=NC1CCN(Cc2ccccc2)CC1
    9 | 28
- CCOC(=O)C1=C(C)OC(N)=C(C#N)C12C(=O)N(C)c1ccccc12 (stereo not given)
    6 | 38
- CN(C)CC1CSCCC1(O)c1cccc(Cl)c1 (stereo not given)
    2 | 18
- Cc1cc(NC(=O)COC(=O)c2c(C)nn(Cc3ccccc3Cl)c2C)no1
    -5 | 20
- CC(=NCCN1CCCCC1)c1c(O)n(Cc2ccccc2)c(=O)[nH]c1=O
    11 | 19

The listing continues:
SMILES | mHtt clearance | mHtt clearance grain fraction
CCCCn1c(O)c(C(CC)=Nc2cccc(C(=O)O)c2)c(=O)[nH]c1=O | -35 | 27
COc1ccccc1CC1C(=O)C2CCN1CC2 (stereo not given) | 49 | 20
Cc1ccc2nc3c(cc2c1)CC1(C(=O)N(C)C(=O)N(C)C1=O)C1CCCCN31 (stereo not given) | -50 | 51
COc1ccccc1CC1/C(=N/O)C2CCN1CC2 (stereo not given) | 25 | 15
CN1C(=O)C(=Cc2ccccc2Oc2ccc(Cl)cc2)C(=O)N(C)C1=O | 82* | 6.8*
Cc1ccc(OCC(=O)N2CCN(C)CC2)c(Br)c1 | 31 | 12
CCC(C)N1C(=O)NC(=O)C2(Cc3c(ccc4ccccc34)N(C)C2)C1=O (stereo not given) | 2 | 34
O=C(Nc1cccc(OC(=O)N2CCOCC2)c1)N1CCOCC1 | -19 | 19
CCOC(=O)c1c(N)n(CCN2CCCCC2)c2nc3ccccc3nc12 | -21 | 44
CCC(=Nc1ccccc1NC(C)=O)c1c(O)n(C)c(=O)n(C)c1=O | -35 | 25
Cc1cc(N2C(=O)C3CCCN3C2c2ccccc2)no1 (stereo not given) | 20 | 28
CCCCn1c(O)c(C=NCCCn2ccnc2)c(=O)[nH]c1=O | 2 | 33
O=c1[nH]c(=O)n(-c2ccc(F)cc2)c(O)c1C=Nc1ccccc1N1CCCC1 | -9 | 41
CC(Oc1ccc(-c2ccccc2)cc1)C(=O)O (stereo not given) | 19 | 29

A portion of the library (hit frequency here may not be typical).
